# Bioassay records as filed in PubChem BioAssay.
# Tb PYK inh – blocks Trypanosoma brucei pyruvate kinase. TbPYK enzyme, Kinase-Glo Plus ATP luminescence, 45 min. Potency, µM (doses to about 76.8 µM), inactives show at the highest dose activity, negative = inhibition, most hits filed as inhibitors. 0.12% of 410,000 active; note: potency is the fitted concentration of half-maximal effect; nearly all actives have a fitted effect of over 50% in size
#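 In this concentration-response screen, enzyme-free wells defined baseline while DMSO plates tracked drift. Each reaction combined TbPYK, substrate, compound and 130 uM ADP for 45 min at room temperature. Kinase-Glo Plus luminescence gave the signal.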
# HCV inh – HCV inhibition. Huh7.5.1 HCVcc-Cre infection, luciferase reporter, 44 h. Potency, µM (doses to about 41.8 µM), without a hit: top-dose activity change, negative = inhibition, hits mostly inhibitors. 3.4% of 340,000 active. AID 651820; note: potency is the fitted concentration of half-maximal effect
#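 HCVcc-Cre virus at an moi near 0.5 was added right after compound to cells cultured 4 h from seeding (1,000 cells/well). Luciferase activity was determined 44 h later, 15 min after substrate addition at RT.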
# LmPK inhibitor – LmPK (Leishmania mexicana) enzyme inhibition; Q27686; purified LmPK, Kinase-Glo ATP luminescence, 1 h; Potency, µM (doses to about 57.5 µM), for the others: at the top dose activity change, negative = inhibition, most hits filed as inhibitors; 0.37% of 290,000 active; AID 1721; note: potency is the fitted concentration of half-maximal effect
# Target sequence (Q27686 whole entry, looked up): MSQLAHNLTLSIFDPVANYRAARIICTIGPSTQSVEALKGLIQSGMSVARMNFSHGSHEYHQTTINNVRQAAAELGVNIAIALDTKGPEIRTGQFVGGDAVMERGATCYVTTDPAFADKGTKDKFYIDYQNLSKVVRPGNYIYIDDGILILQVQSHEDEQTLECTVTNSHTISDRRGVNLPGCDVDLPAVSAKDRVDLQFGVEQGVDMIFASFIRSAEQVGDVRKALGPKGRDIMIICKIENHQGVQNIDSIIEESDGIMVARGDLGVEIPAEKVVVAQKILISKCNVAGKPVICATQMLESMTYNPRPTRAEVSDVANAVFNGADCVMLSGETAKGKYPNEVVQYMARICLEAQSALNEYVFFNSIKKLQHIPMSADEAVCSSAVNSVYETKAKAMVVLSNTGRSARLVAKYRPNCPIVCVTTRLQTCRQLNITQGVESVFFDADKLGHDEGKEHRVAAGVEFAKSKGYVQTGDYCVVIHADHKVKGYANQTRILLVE
#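 Purified LmPK (0.1 nM) converted ADP (0.1 mM) to ATP with PEP (0.5 mM) in imidazole buffer pH 7.2 with KCl and MgCl2, 1 h at room temperature. ATP was read by Kinase-Glo luminescence; data normalized to uninhibited and no-enzyme controls.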
# AmpC detergent – inhibitors of E. coli AmpC beta-lactamase with detergent | AmpC hydrolysis of nitrocefin, absorbance 480 nm, 0.01% Triton | Potency, µM (highest dose often 114 µM), without a hit: at the highest dose activity change, negative = inhibition, hits mostly inhibitors | 0.041% of 370,000 active;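 note: potency is the fitted concentration of half-maximal effect; 0% = no-compound wells and -100% = no-enzyme wells; nearly all actives have a fitted effect of over 25% in size; some results filed as inactive show a strong effect at the top dose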
# Target sequence (P00811 whole entry, looked up): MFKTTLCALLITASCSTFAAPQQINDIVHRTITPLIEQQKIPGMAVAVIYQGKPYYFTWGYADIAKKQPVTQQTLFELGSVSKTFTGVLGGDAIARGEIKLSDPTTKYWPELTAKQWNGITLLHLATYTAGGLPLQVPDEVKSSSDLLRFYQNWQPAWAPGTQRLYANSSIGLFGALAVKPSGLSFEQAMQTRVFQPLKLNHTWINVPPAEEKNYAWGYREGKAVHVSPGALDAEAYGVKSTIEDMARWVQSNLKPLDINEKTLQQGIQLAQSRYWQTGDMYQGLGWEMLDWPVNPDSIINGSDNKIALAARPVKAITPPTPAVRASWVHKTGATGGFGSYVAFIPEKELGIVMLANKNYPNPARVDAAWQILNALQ
#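 AmpC (5.3 nM in the dispensed reagent) in 20 mM phosphate pH 7.0 with 0.01% (detergent screen) or 0.0001% Triton X-100 was preincubated with compounds for 15 min at room temperature. Nitrocefin was then added from an 800 uM solution, and hydrolysis was followed at 480 nm.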
# AmpC no deterg – AmpC beta-lactamase inhibition without detergent; P00811; AmpC nitrocefin hydrolysis, absorbance 480 nm, 0.0001% Triton; Potency, µM (series often up to 57.1 µM), for the others: at the highest dose activity change, negative = inhibition, hits mostly inhibitors; 0.52% of 330,000 active; AID 485341;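 note: potency is the fitted concentration of half-maximal effect; plate controls were no compound for no effect and no enzyme for full effect; nearly all actives have a fitted effect of over 20% in size; some results filed as inactive show a strong effect at the top dose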
#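 AmpC (5.3 nM in the dispensed reagent) in 20 mM phosphate pH 7.0 with 0.01% (detergent screen) or 0.0001% Triton X-100 was preincubated with compounds for 15 min at room temperature. Nitrocefin was then added from an 800 uM solution, and hydrolysis was followed at 480 nm.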
# HCMV inh – inhibitors of human cytomegalovirus; activity change, negative = inhibition, % at 57.5 µM; 4.5% of 410,000 active; AID 1259415; HFF cells, HCMV-luciferase reporter, 72 h; hits give low values; in the data active = activity change below about -60%; inconclusive = no clear call, values can overlap the other calls; inactive = above about -39%
#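 Steps: HFFs plated, 16 h 37C; compounds added; HCMV-luciferase added to MOI 1 PFU/cell; 72 h 37C; OneGlo reagent, 5 min room temperature; luminescence read, normalized to controls.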
# AMA1-RON2 inh – inhibitors of Plasmodium falciparum AMA1-RON2 interaction. AlphaScreen AMA1-biotinylated RON2 peptide binding. AID 720542. 0.2% of 360,000 active. Potency, µM (highest dose often 58.2 µM), inactives show at the top dose activity change, negative = inhibition, hits mostly inhibitors;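 note: potency is the fitted concentration of half-maximal effect; 0% = vehicle wells and -100% = peptide control; nearly all actives have a fitted effect of over 45% in size; some results filed as inactive show a strong effect at the top dose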
#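 AMA1 (3D7) with his tag at 25 nM final met compounds first, then biotinylated RON2 peptide at 25 nM; detection used donor plus acceptor beads, 10 µg/mL apiece, read by AlphaScreen after 30 min at room temperature.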
# Active calls of the source: *; ? = inconclusive; / = not tested or not shown; [ ] = remark or other dose. Unless noted, calls come from the whole dose curve; as a rule, active = well fitted curve in the direction sought with a large enough effect; inconclusive = small, poorly fitted or top-dose-only effect, or another doubt; inactive = no such curve, though single readings can be large; an effect the other way counts as inactive or inconclusive. Unless noted, % is set by controls: 0 for no effect and ±100 for the full control effect.
compound | Tb PYK inh | HCV inh | LmPK inhibitor | AmpC detergent | AmpC no deterg | HCMV inh | AMA1-RON2 inh
O=c1[nH]c(=O)c2ncc(-c3ccc(Cl)cc3)nc2[nH]1 | / | / | 3% | -5% | -6% | / | /
CCCOC(=O)C(C)n1cnc2sc(C)c(C)c2c1=O (stereo not drawn) | 1% | -3% | 2% | ? | 2% | 3 | 9%
O=C(Nc1cccc(OC(F)(F)F)c1)C1Cc2c(-c3ccco3)ccnc2O1 (stereo not drawn) | 3% | / | / | / | / | 6 | -9%
COc1cccc(CN(C(=O)c2ccccc2Cl)C2CCS(=O)(=O)C2)c1 (stereo not drawn) | -6% | 12% | 2% | 1% | 0% | -32 | 1%
c1ccc2c(c1)CCCN2c1nc2ccccc2n2cnnc12 | -1% | -21% | 13% | -14% | -11% | 56 | 20%
CC(=O)NC1=NN(C(C)=O)C(c2ccc(F)cc2)S1 (stereo not drawn) | -6% | 11% | 9% | 1% | -13% | -1 | -11%
COc1cc(C2CC(=O)N(Cc3ccc(F)cc3)c3ccccc3S2)cc(OC)c1OC (stereo not drawn) | 0% | / | / | 2% | / | -82* | /
COc1cc(C(=O)N2CCN(S(=O)(=O)c3ccc(C)cc3C)CC2)ccc1OCC(=O)N1CCOCC1 | -12% | 16% | / | -2% | 171%[activator] | -19 | 5%
COc1cccc2cc(C(=O)NCc3ccccc3Cl)c(=O)oc12 | -4% | 8% | -3% | ? | 59% | 28 | -5%
CCOc1ccccc1NC(=O)C1CCCN1C(=O)c1cccs1 (stereo not drawn) | 2% | ? | / | 3% | -19% | -9 | -10%

# Four entries drawn at random from those above:
compound | Tb PYK inh | HCV inh | LmPK inhibitor | AmpC detergent | AmpC no deterg | HCMV inh | AMA1-RON2 inh
COc1cc(C(=O)N2CCN(S(=O)(=O)c3ccc(C)cc3C)CC2)ccc1OCC(=O)N1CCOCC1 | -12% | 16% | / | -2% | 171%[activator] | -19 | 5%
CCCOC(=O)C(C)n1cnc2sc(C)c(C)c2c1=O (stereo not drawn) | 1% | -3% | 2% | ? | 2% | 3 | 9%
O=C(Nc1cccc(OC(F)(F)F)c1)C1Cc2c(-c3ccco3)ccnc2O1 (stereo not drawn) | 3% | / | / | / | / | 6 | -9%
c1ccc2c(c1)CCCN2c1nc2ccccc2n2cnnc12 | -1% | -21% | 13% | -14% | -11% | 56 | 20%

# New compounds follow
compound | Tb PYK inh | HCV inh | LmPK inhibitor | AmpC detergent | AmpC no deterg | HCMV inh | AMA1-RON2 inh
O=c1c(OC2OC(CO)C(O)C(O)C2OC2OC(CO)C(O)C(O)C2OC2OC(CO)C(O)C(O)C2O)c(-c2ccc(O)c(O)c2)oc2cc(O)cc(O)c12 (stereo not drawn) | -18% | 3% | 10% | -2% | -14% | -6 | 4%
Cn1c(=S)[nH]c2scc(-c3cccs3)c2c1=O | ? | 7% | -1% | 4% | -31% | 8 | 89%[activator]
O=C(CCc1ccccc1)NC1CC(=O)N(c2ccccc2)C1 (stereo not drawn) | 4% | / | / | 1% | / | 16 | /
N#C/C(=C/c1cccn1-c1cccc(C(=O)O)c1)c1ccc(Cl)cc1 | 1% | 10% | 1% | -7% | -31% | -3 | -21%
O=C(O)c1ccc(S(=O)(=O)Nc2cccc(CP(=O)(c3ccccc3)c3ccccc3)c2)cc1 | -7% | 4% | 1% | -11% | -27% | 0 | 5%
CCC(C)N(CCNC(=O)c1ccc2c(c1)NC(=O)c1ccccc1S2)C1CCCCC1 (stereo not drawn) | -1% | 22µM* | 4% | -2% | -6% | 0 | 0%
CCOc1ccc(-c2c(C)n(-c3ccc(OCC)cc3)c3[n+]2CCCCC3)cc1 | -3% | 2.5µM* | -11% | 8% | 53% | -95* | -10%
O=C(c1cccnc1)N1Cc2ccccc2-n2nncc2C1 | 1% | / | / | / | / | -27 | -2%
CCc1ccc(-n2nc(CO)c(C(=O)NCc3cccnc3)n2)cc1 | 7% | / | / | 17% | / | 2 | /
CCc1ccc(CNC(=O)C(CC)n2ccc3cc(S(=O)(=O)N4CCCCC4)ccc32)cc1 (stereo not drawn) | -12% | / | / | 8% | / | -12 | /
Cc1ccc(Cn2c(CN3CCN(C(=O)c4ccco4)CC3)nc3c2c(=O)n(C)c(=O)n3C)cc1 | 5% | ? | 4% | -2% | 172%[activator] | -20 | -4%
O=C1CSC(c2ccc(Cl)cc2)N1 (stereo not drawn) | 0% | -6% | -2% | -1% | -20% | -6 | 3%
CC(=O)c1ccc(NC(=O)COc2ccccc2-c2nc(-c3ccc(C)cc3)no2)cc1 | 3% | / | / | -6% | / | 43 | /
COc1ccccc1C(=O)n1nc(-c2ccccc2)nc1NCc1ccc(Cl)cc1 | -4% | / | / | -4% | / | 18 | /
CCOC(=O)COc1ccccc1/C=N/Nc1nnc2c3ccccc3n(C)c2n1 | 2% | 13% | / | / | / | -15 | 29%
CCOC(=O)c1cccc(NC(=O)CSc2nnnn2CC)c1 | -6% | -14% | 3% | -14% | -24% | -34 | 12%
COc1ccc(-c2csc(=Nc3c(C)n(C)n(-c4ccccc4)c3=O)n2C(C)(C)C)cc1 | -17% | 10% | 0% | 2% | -8% | 15 | 4%
O=C(Cn1c(SCCOc2ccccc2)nc2ccccc21)N1CCOCC1 | 0% | / | / | 6% | / | 1 | /
COc1ccc(-n2c(O)c(Cc3ccccc3)c(=O)n3nc(-c4ccccc4)c(=O)cc23)cc1 | 40%[activator] | 16% | -3% | ? | -39% | -10 | ?
Cc1ccc(S(=O)(=O)NCCC(=O)NC2CCCCCC2)cc1 | 6% | 14% | / | -7% | -13% | -17 | 2%
COc1ccc(CCNC(=O)C2CCCN(c3nc4c(C)cc(C)cc4s3)C2)cc1OC (stereo not drawn) | -2% | / | / | 5% | / | 55 | /
Cc1ccccc1C(=O)N1CCN(c2ccc(NC(=O)c3cccnc3Cl)cc2)CC1 | -6% | -1% | 4% | 7% | 40% | -18 | -12%
CCCCn1c(SCC(=O)NC(C)CC)nc2ccc(N3CCOCC3)cc2c1=O (stereo not drawn) | 3% | -8% | -2% | -2% | -6% | 17 | 0%
C[C@@H](C(=O)N1CCN(c2ccccc2)CC1)N1C(=O)C2CC=CCC2C1=O (stereo partly drawn) | -7% | 7% | / | / | -4% | -21 | -1%
COC(=O)c1c(NC(=O)C2C3CCC(O3)C2C(=O)O)sc2c1CCCCCC2 (stereo not drawn) | -6% | -6% | 0% | 3% | 3% | -27 | 6%
COCCCNC(=O)c1c(-c2ccccc2)c(-c2ccccc2)nn(C)c1=O | 2% | / | / | -2% | / | ? | /
COc1cc(Cn2c(N)c(C(=O)NCc3ccco3)c3nc4ccccc4nc32)cc(OC)c1OC | -13% | ? | -2% | 0% | 89%[activator] | -12 | 125%[activator]
Cc1ccccc1NC(=S)NC(NC(=O)N(C)C)C(Cl)(Cl)Cl (stereo not drawn) | -7% | 28% | -5% | -12% | -14% | 42 | -1%
Clc1ccccc1N1CCN(Cc2ccco2)CC1 | -1% | 10% | -3% | ? | 6% | 19 | -30%
O=C(OCc1ccc([N+](=O)[O-])cc1)c1cnc(Cl)c(Cl)c1 | -5% | 6% | -1% | 1% | -20% | -17 | -10%
Cc1ccc(CNC(=O)NC2COc3ccccc3C2)cc1 (stereo not drawn) | 1% | / | / | 34%[activator] | / | 18 | /
COc1ccccc1C(=O)NC1=NC(c2ccc(Br)cc2)CC(=O)N1 (stereo not drawn) | -1% | / | / | 2% | / | -17 | /
CC(=O)Nc1ccc(CNc2nc3cc(-c4ccsc4)sc3c(=O)n2C)cc1 | -5% | / | / | / | / | -66* | 0%
N#C/C(=C\c1ccccc1)C(=O)NNS(=O)(=O)c1cccc([N+](=O)[O-])c1 | -15% | 4% | / | / | -58% | 40 | 54%[activator]
CCCc1cnc2c(c1SCC(=O)NCc1ccc(C)cc1)c(=O)n(C)c(=O)n2C | -20% | / | / | -4% | / | 0 | /
CC(C)(C)c1ccc2c(c1)OC(C(=O)N/N=C/c1ccc([N+](=O)[O-])o1)CO2 (stereo not drawn) | 4% | ? | 2% | -6% | -29% | -6 | 16%
Cc1[nH]c2c(C)cccc2c(=O)c1Br | -7% | -5% | -4% | ? | -16% | -32 | -6%
O=C1OC(c2ccccc2)c2ccc3ccccc3c21 (stereo not drawn) | -2% | 11% | 5% | ? | -25% | -36 | 4%
COc1ccccc1C(=O)CSc1cccc[n+]1[O-] | 1% | 33%[activator] | -5% | -6% | -8% | ? | 3%
COC(=O)c1ccc(C2=NOC(C)(c3sc(-c4ccc(Cl)cc4)nc3C)C2)cc1 (stereo not drawn) | -3% | -8%[8.37 µM] | 1% | 3% | 18% | 46 | 2%
CCN(CC)CCn1c(/N=C/c2ccc(OC)c(OC)c2)nc2ccccc21 | 1% | -17% | / | / | / | 0 | -21%
CN(CC1CCCN(CCc2ccc(Cl)cc2)C1)C(=O)C(=O)c1ccco1 (stereo not drawn) | 4% | ? | 0% | 3% | 13% | ? | 1%
CCC(=O)Nc1ccc(C(=O)NNC(=O)c2ccc([N+](=O)[O-])cc2)cc1 | 2% | -3% | 4% | -5% | -3% | 30 | -3%
Nc1oc2ccccc2c(=O)c1-c1ccc2c(c1)OCO2 | 2% | 5% | -3% | -3% | -22% | 116 | 2%
CCOc1ccc(-c2n[nH]c(=S)o2)cc1 | -24% | 1% | -17% | -3% | -20% | -19 | 6%
O=c1oc2ccccc2c(NCc2ccccc2)c1[N+](=O)[O-] | -1% | 1% | -3% | 2% | -15% | 29 | 0%
CCOC(=O)/C(CCCN(CC)CC)=N\O | -15% | 9% | 4% | 5% | -10% | 39 | 2%
Cc1cc(-c2ccc(S(=O)(=O)N3CCN(C)CC3)s2)on1 | -10% | 8% | -2% | 3% | -8% | -6 | -3%
CC(C)(C)c1ccc(C(=O)NNC(=O)c2ccc(Cl)cc2)cc1 | 9% | -4% | 2% | ? | -42% | -2 | 36%[activator]
COc1cc(C(C)=O)ccc1OCC(O)CN1CCN(c2ccccc2)CC1 (stereo not drawn) | 4% | 2% | 0% | -11% | 11% | 28 | -3%

# Continued.
compound | Tb PYK inh | HCV inh | LmPK inhibitor | AmpC detergent | AmpC no deterg | HCMV inh | AMA1-RON2 inh
Cc1noc(C(=O)Nc2c(C)nn(Cc3ccccc3)c2C)c1Cl | -7% | 2% | 2% | ? | -5% | -2 | -3%
Cn1c(CNc2ccccc2)nc2ccccc21 | -1% | 6% | ? | -7% | -15% | 145 | -7%
Cc1ccc(C)c(Nc2nc(-c3ccccc3)c3cc(Br)ccc3n2)c1 | 4% | / | / | 4% | / | -15 | /
COCCCNC(=S)NCCCNc1nc2cc3c(cc2cc1C#N)OCO3 | -6% | -37% | 0% | 5% | -4% | 16 | 11%
